# Assay outcomes deposited in PubChem by National Center for Advancing Translational Sciences (NCATS).
# p53 reactivation: mutant p53 re-activation in reporter cells. Potency, µM (titrated, usually from 92.2 µM), for inactives: at the top dose activity change, positive = activation, usual class: activators. H1299 p53-A138V BP100-luciferase reporter, luminescence, 24 h. hit rate 0.063% among 320,000; further: potency means the concentration at half of the fitted maximal effect; % of control where 0% means no effect; nearly all actives have a fitted effect of over 45% in size
#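 p53-null H1299 cells stably carrying temperature-sensitive p53-A138V and a BP100-luciferase reporter were pinned with compounds (4-point, 1:5 series) and held 24 hrs at 37 deg C. Luminescence was read 10 min after detection reagent.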
# RORg inh: blocks mouse ROR gamma transcriptional activity; P51450; Drosophila S2 Gal4-RORgamma UAS-luciferase reporter, 20 h; Potency, µM (titrated, usually from 53.6 µM), for inactives: at the top dose activity change, negative = inhibition, usual class: inhibitors; hit rate 5.4% among 310,000; AID 2551; further: potency means the concentration at half of the fitted maximal effect; on the % scale 0 is the no-effect control and ±100 the full control effect; nearly all actives have a fitted effect of over 60% in size
# Target sequence (P51450 whole entry, looked up, the tested form may be a part): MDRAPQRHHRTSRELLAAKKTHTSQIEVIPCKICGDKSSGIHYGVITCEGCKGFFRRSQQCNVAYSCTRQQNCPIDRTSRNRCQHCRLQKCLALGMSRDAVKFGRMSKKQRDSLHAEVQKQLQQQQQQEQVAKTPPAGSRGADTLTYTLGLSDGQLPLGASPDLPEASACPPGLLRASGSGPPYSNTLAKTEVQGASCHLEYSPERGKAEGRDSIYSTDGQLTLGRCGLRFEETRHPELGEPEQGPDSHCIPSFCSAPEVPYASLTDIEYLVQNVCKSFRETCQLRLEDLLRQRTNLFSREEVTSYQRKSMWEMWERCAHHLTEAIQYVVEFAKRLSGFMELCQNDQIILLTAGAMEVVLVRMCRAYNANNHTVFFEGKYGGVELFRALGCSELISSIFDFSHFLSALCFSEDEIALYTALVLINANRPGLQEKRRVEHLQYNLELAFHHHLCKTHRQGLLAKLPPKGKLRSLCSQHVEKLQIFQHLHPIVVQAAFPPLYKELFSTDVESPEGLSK
#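 Stably transfected Drosophila Schneider cells are the test system, with ROR gamma fused to Gal4 and luciferase under UAS control; luminescence is read after 20 hr of 700 uM copper sulfate induction at ambient temperature.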
# BRCA1 expr up: BRCA1 expression activation; hit rate 1.1% among 380,000; MCF7-BRCA1-FFLuc reporter, luminescence, 48 h; response scale: scaled: vehicle 0%, 10 µM genistein 100%; Potency, µM (top dose mostly 46.1 µM), for the others: top-dose activation, hits mostly activators; AID 624202; further: potency means the concentration at half of the fitted maximal effect; nearly all actives have a fitted effect of over 80% in size; some results filed as inactive show a strong effect at the top dose
#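 Reporter cells (MCF7, BRCA1 promoter-firefly luciferase) received library compounds across a concentration series for 48 h. End-point luminescence was measured and concentration-effect curves derived after normalization.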
# Tb PFK inh: blocks T. brucei phosphofructokinase. hit rate 0.17% among 330,000. O15648. AID 485367. T. brucei PFK, ADP-Glo luminescence. Potency, µM (titrated, usually from 57.5 µM), for the others: at the top dose activity, negative = inhibition, most hits filed as inhibitors;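 further: potency means the concentration at half of the fitted maximal effect; 0% = uninhibited 1x PFK enzyme wells and -100% = no-enzyme wells; nearly all actives have a fitted effect of over 60% in size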
# Target sequence (O15648 whole entry, looked up): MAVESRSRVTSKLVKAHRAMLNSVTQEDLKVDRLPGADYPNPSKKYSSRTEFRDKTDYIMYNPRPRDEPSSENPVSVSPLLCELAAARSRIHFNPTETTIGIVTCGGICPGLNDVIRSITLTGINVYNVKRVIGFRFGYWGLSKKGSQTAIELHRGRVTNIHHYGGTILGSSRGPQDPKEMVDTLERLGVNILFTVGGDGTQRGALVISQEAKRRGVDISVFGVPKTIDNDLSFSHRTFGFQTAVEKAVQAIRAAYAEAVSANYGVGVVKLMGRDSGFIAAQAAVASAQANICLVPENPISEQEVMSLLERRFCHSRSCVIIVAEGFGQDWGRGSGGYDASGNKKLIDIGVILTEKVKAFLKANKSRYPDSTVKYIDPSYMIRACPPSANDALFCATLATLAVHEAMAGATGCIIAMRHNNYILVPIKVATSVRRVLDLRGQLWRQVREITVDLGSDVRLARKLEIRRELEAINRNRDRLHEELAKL
#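 1.25 nM PFK with 0.5 mM F6P and 0.1 mM ATP in 0.1 M TEA pH 8.0, 5 mM MgCl2, incubated 45 min at room temperature; ADP measured by ADP-Glo luminescence; compounds titrated up to 57 uM.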
# NPC1 promoter act: NPC1 promoter activation; Huh7 NPC1 promoter luciferase reporter, 24 h; Potency, µM (titrated, usually from 9.22 µM), for inactives: at the highest dose activation, usual class: activators; hit rate 2.4% among 320,000;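 further: potency means the concentration at half of the fitted maximal effect; % of control where 0% means no effect; nearly all actives have a fitted effect of over 60% in size; reporter is driven by a mutant NPC1 promoter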
#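 Stable NPC1-promoter luciferase Huh7 line; cpd (DMSO) 24 h, 37 °C, 5% CO2; Amplite luciferase reagent 10 min RT; luminescence readout. qHTS format.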
# ELG1 DNA repair: ELG1-dependent DNA repair inhibition; HEK293T ELG1-luciferase reporter, luminescence, 16 h; DNA damage induced by 5-fluorouridine; Potency, µM (series often up to 46.1 µM), inactives show top-dose activity change, negative = inhibition, actives largely listed as inhibitors; hit rate 2.3% among 330,000; further: potency means the concentration at half of the fitted maximal effect; on the % scale 0 is the no-effect control and ±100 the full control effect; nearly all actives have a fitted effect of over 55% in size
#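 Quantitative HTS, concentration-response format. 2,000 cells/well co-treated with 5-fluorouridine and compound, 16 hr in 5% CO2 at 37 °C; ONE-Glo luminescence read after 30 min.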
# FLuc modulator: firefly luciferase modulation, counter-screen for miR-21 project. P08659. purified FLuc, Km substrates, luminescence inhibition. Potency, µM (top dose mostly 57.5 µM), for inactives: top-dose activity change, negative = inhibition, usual class: inhibitors. hit rate 6.9% among 360,000. AID 588342;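 further: potency means the concentration at half of the fitted maximal effect; plate controls were vehicle for no effect and reference inhibitor for full effect; nearly all actives have a fitted effect of over 55% in size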
#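 Biochemical qHTS of compounds, final roughly 60 µM downward over six points, against 10 nM purified firefly luciferase using Km concentrations of substrates (10 uM D-luciferin, 10 uM ATP) in Tris acetate pH 7.5 buffer; luminescence output.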
# Rab9 promoter act: Rab9 promoter activation | AID 485297 | hit rate 2.8% among 320,000 | Potency, µM (titrated, usually from 9.22 µM), without a hit: at the top dose activation, negative = inhibition, most hits filed as activators | Huh7 Rab9 promoter-luciferase reporter, luminescence, 24 h; further: potency means the concentration at half of the fitted maximal effect; % of control where 0% means no effect; nearly all actives have a fitted effect of over 60% in size
#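 Huh7 reporter line, Rab9 promoter upstream of luciferase. Compound exposure 24 h at 37 °C in reduced-serum medium with 10% FBS. Read-out: luminescence.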
# TRPV1 ag: activates the human vanilloid receptor TRPV1 | TRPV1-expressing cells, Fluo-8 calcium influx, agonist mode | hit rate 0.19% among 320,000 | activation, % at 8.33 µM; in the data active means activation above about 80%; inconclusive means between about 30% and that limit; further: 0% is about no effect
#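 Cells expressing TRPV1 were dye-loaded with Fluo-8 and read kinetically: 10 s baseline, 3 min after compound (agonist portion), then 2 min after EC20 capsaicin (allosteric enhancer portion). Calcium-bound dye fluorescence at 480/520 nm.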
# Gal4-VP16 FLuc: counter-screen for ROR gamma inhibitors: Gal4-VP16 reporter. Drosophila S2 Gal4-VP16 UAS-luciferase, luminescence, 20 h. hit rate 3.5% among 310,000. Potency, µM (series often up to 53.6 µM), inactives show at the top dose activity, negative = inhibition, usual class: inhibitors. AID 2546;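 further: Gal4-VP16 expression switched on by copper sulfate through the metallothionein promoter; potency means the concentration at half of the fitted maximal effect; on the % scale 0 is the no-effect control and ±100 the full control effect; nearly all actives have a fitted effect of over 50% in size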
# ELG1 genotox: induces genotoxicity in HEK293T cells with luciferase-tagged ELG1; HEK293T ELG1-luciferase reporter, luminescence, 16 h; Potency, µM (top dose mostly 46 µM), for inactives: at the top dose activity change, positive = activation, usual class: activators; hit rate 1.3% among 330,000; further: potency means the concentration at half of the fitted maximal effect; % of control where 0% means no effect; nearly all actives have a fitted effect of over 60% in size
#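 Cells (2,000/well) expressing the ELG1-luciferase fusion are dosed by pin tool and kept 16 hr at 37 °C, 5% CO2. Signal comes from ONE-Glo luciferase reagent after 30 min at room temperature.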
# Numbers without * were called inactive; ? = inconclusive; nt = not tested or not shown; & = joins results of further samples; [ ] = another dose, or the depositor's remark. Unless noted, the call rests on the fitted dose curve; in most records, active means well fitted curve in the direction sought with a large enough effect; inconclusive means small, poorly fitted or top-dose-only effect, or another doubt; inactive means no such curve, though single readings can be large; an effect the other way counts as inactive or inconclusive.
SMILES,p53 reactivation,RORg inh,BRCA1 expr up,Tb PFK inh,NPC1 promoter act,ELG1 DNA repair,FLuc modulator,Rab9 promoter act,TRPV1 ag,Gal4-VP16 FLuc,ELG1 genotox
O=S(=O)(c1ccccc1)c1nc(-c2ccco2)oc1N1CCCCC1,-6%,?,-10%,-1%,3%,-1%,-3%,-3%,11,-3%,-1%
O=C1c2ccccc2NC(c2ccc(O)cc2)N1c1ccccc1 (configuration not stated),?,7%,83%,6%,19%,?,-1%,?,5,7%,11%
O=C(CSc1ccc2c(c1)OCCO2)Nc1ncc(Cl)cc1Cl,3%,25%,1%,-7%,1%,?,2%,-2%,1,-1%,-8%
CCc1nnc(NC(=O)CSc2nnc(COc3ccccc3)n2-c2ccc(C)cc2)s1,-1%,3%,5%,-1%,5%,9%,4%,-4%,0,3%,2%
CCN1CCN(Cc2nc3ccc([N+](=O)[O-])cc3c(=O)n2-c2ccc(OC)cc2OC)CC1,-2%,7%,-14%,-5%,-1%,7%,0%,-2%,-1,-9%,0%
COc1ccc(Cn2c(/C=C/c3ccccc3)nc3ccccc32)cc1,29%,7.1µM*,?,-6%,2.5µM*,?,0.85µM*,1.3µM*,15,?,?
Cc1cc(=O)n2nc(N3CCCC(C(=O)N4CCN(C)CC4)C3)sc2n1 (configuration not stated),18%,-11%,-28%,1%,0%,8%,2%,-1%,2,-11%,1%
CC(C)COc1ccc(C(=O)OCC(=O)NCCC2=CCCCC2)cc1,9%,nt,4%,5%,-2%,0%,5%,2%,23,nt,1%
CN(Cc1ccccc1)C(=O)CCC1CCN(C(=O)CCC(F)(F)F)CC1,27%,33%,36%,-3%,?,?,?,26%,-1,13%,14%
COc1ccc(-c2cc(C(=O)N/N=C(\C)c3cccnc3)c3ccccc3n2)c(OC)c1,22%,9%,-47%,-1%,2%,17%,-26%,2%,13,27%,13%
CCCCn1c(N)c(N(CCOC)C(=O)CSc2nc3ccc(C)cc3[nH]2)c(=O)[nH]c1=O,-18%,-4%,0%,-3%,-5%,-3%,4%,9%,-4,-3%,1%
Cc1cccc(NC(=O)CCOc2ccccc2)c1C,0%,25%,16%,0%,1%,4%,2%,7%,7,-20%,12%

# A few values from the list.
# Reading of COc1ccc(-c2cc(C(=O)N/N=C(\C)c3cccnc3)c3ccccc3n2)c(OC)c1 under Gal4-VP16 FLuc: 27%
# Reading of Cc1cc(=O)n2nc(N3CCCC(C(=O)N4CCN(C)CC4)C3)sc2n1 (configuration not stated) under ELG1 genotox: 1%
# Reading of Cc1cccc(NC(=O)CCOc2ccccc2)c1C under TRPV1 ag: 7
# Reading of O=C1c2ccccc2NC(c2ccc(O)cc2)N1c1ccccc1 (configuration not stated) under TRPV1 ag: 5
# Reading of CCN1CCN(Cc2nc3ccc([N+](=O)[O-])cc3c(=O)n2-c2ccc(OC)cc2OC)CC1 under p53 reactivation: -2%

# Ordered by molecular weight (falling): 3 of the compounds above.
SMILES,p53 reactivation,RORg inh,BRCA1 expr up,Tb PFK inh,NPC1 promoter act,ELG1 DNA repair,FLuc modulator,Rab9 promoter act,TRPV1 ag,Gal4-VP16 FLuc,ELG1 genotox
CCc1nnc(NC(=O)CSc2nnc(COc3ccccc3)n2-c2ccc(C)cc2)s1,-1%,3%,5%,-1%,5%,9%,4%,-4%,0,3%,2%
CC(C)COc1ccc(C(=O)OCC(=O)NCCC2=CCCCC2)cc1,9%,nt,4%,5%,-2%,0%,5%,2%,23,nt,1%
COc1ccc(Cn2c(/C=C/c3ccccc3)nc3ccccc32)cc1,29%,7.1µM*,?,-6%,2.5µM*,?,0.85µM*,1.3µM*,15,?,?

# Next section
SMILES,p53 reactivation,RORg inh,BRCA1 expr up,Tb PFK inh,NPC1 promoter act,ELG1 DNA repair,FLuc modulator,Rab9 promoter act,TRPV1 ag,Gal4-VP16 FLuc,ELG1 genotox
COc1cc(NC(=O)c2cc(OC)c(OC)c(OC)c2)ccc1NC(=O)c1cccs1,-7%,-11%,-39%,-3%,-12%,?,0%,-5%,-4,6%,-12%
COc1ccccc1NC(=O)c1ccccc1S(=O)(=O)c1ccc([N+](=O)[O-])cc1,-11%,-20%,-1%,-26%,3%,-13%,3%,-1%,8,-4%,-4%
Cc1cc(C)c(C(=O)N(CCN(C)C)CC2CCCN(Cc3ccccc3F)C2)o1 (configuration not stated),nt,2%,-6%,3%,-2%,5%,5%,-4%,-4,1%,-1%
C=CCn1c(SCC(=O)N(CC)CC)nc(O)cc1=O,1%,17%,-6%,-13%,-12%,-1%,1%,8%,-5,-1%,1%
COc1ccc(CC(=O)N2CCN(c3cccc(C)c3C)CC2)cc1,1%,13%,8%,0%,-1%,-11%,-4%,1%,?,-4%,-3%
O=C(/C=C/c1ccc([N+](=O)[O-])o1)NNC(=O)c1ccc(F)cc1,-64%[inhibitor],2.8µM*,-78%,1%,-17%,?,3%,-25%,-1,4.5µM*,-20%
C[C@H]1CN([C@@H](C)CO)C(=O)c2cc(NS(=O)(=O)c3ccc(Cl)cc3)ccc2O[C@@H]1CN(C)CC1CCCCC1,14%,nt,-25%,3%,nt,-17%,nt,nt,nt,nt,-5%
COc1cc2c(cc1OC)C(C(=O)Nc1cc(OC)c(OC)c(OC)c1)C(c1cccnc1)N(C)C2=O (configuration not stated),2%,-9%,-1%,0%,-1%,5%,-3%,1%,1,9%,15%
COc1ccc(NC(=O)C(Cc2cc(C)cc(C)c2)C(C)C(=O)O)cc1 (configuration not stated),nt,-23%,-4%,2%,3%,1%,0%,3%,3,-10%,1%
CCCn1c(C2CC(=O)N(c3cc(OC)ccc3OC)C2)nc2ccccc21 (configuration not stated),-8%,22%,0%,0%,-4%,?,4%,-2%,2,-2%,-18%
Cc1ccc2cc(C#N)c(NCCNC(=S)NCCCN(C)C)nc2c1C,1%,?,-41%,2%,-6%,?,3%,-13%,0,-13%,?
COc1ccc(-c2nnc(-c3ccc(N(C)C)cc3)o2)cc1,nt,0.79µM*,?,nt,nt,nt,2.1µM*,nt,4,-26%,nt
O=C(NCC(=O)N1CCN(S(=O)(=O)/C=C/c2ccccc2)CC1)c1ccccc1F,-2%,3%,-6%,-1%,0%,-4%,-3%,0%,3,-11%,0%
O=C(CCN1CCOCC1)c1ccccc1,10%,?,-4%,-2%,0%,-10%,-2%,3%,-2,-4%,2%
CC1CCCN(C(=S)Nc2ccc(Nc3ccccc3)cc2)C1 (configuration not stated),17%,11µM*,-4%,-2%,28%,?,?,3.5µM*,4,?,7%
O=c1[nH]cnc(O)c1N=Nc1ccccc1,1%,18%,35%,1%,0%,1%,-11%,-3%,2,5%,5%
COc1ccc(N(CC(C)C)S(=O)(=O)c2nnc(NC(=O)c3ccco3)s2)cc1,-5%,41%,0%,-18%,2%,12%,-1%&-3%,-3%,-6,2%,-5%
O=C(NCCC1=CCCCC1)C1CCN(C(=O)c2ccc(Cl)cc2)CC1,11%,?,34%,4%,8%,13%,-15%,-6%,15,-14%,0%
C/C(CC(=O)NC12CC3CC(CC(C3)C1)C2)=N\NC(=O)c1ccc(F)cc1,9%,18µM*,-2%,0%,-43%[inhibitor],5%,0%,0%,?,?,0%
COc1ccc(-n2c(COc3cccc4cccnc34)nnc2SCC(=O)O)cc1,2%,-10%,-6%,2%,-2%,8%,0%,-10%,1,-3%,2%
CCOC(=O)c1[nH]c(C(=O)O)c(CCC(=O)OC)c1C,-5%,-14%,7%,0%,3%,?,-6%,-7%,3,1%,2%
COCC(=O)N(C)C1(c2nnnn2CCOC(=O)Nc2cccc3ccccc23)CCCC1,2%,-5%,31%,-24%,-3%,3%,2%,-3%,-2,14%,0%
CCCn1nc(C(=O)Nc2cccc(S(=O)(=O)N(C)c3ccccc3)c2)c2ccccc2c1=O,5%,nt,-26%,5%,nt,?,nt,nt,nt,nt,-7%
CCNc1nc(NC(C)C)nc(Oc2ccc(OCCOc3ccccc3)nn2)n1,-2%,6%,-42%,14%,-1%,?,0%,-3%,0,8%,6%
Cc1ccc(OCC(=O)Nn2cnnc2)c(Br)c1,7%,?,8%,-1%,-4%,17%,-16%,9%,-4,-2%,0%
COc1cccc(N2CCN(C(=S)Nc3ccc(F)cc3)CC2)c1,15%,-41%,-17%,-2%,-3%,1%,-1%,-7%,30,-1%,0%
CC(C)(C)C1CCc2c(C(=O)NNC(=O)/C=C/C(=O)O)csc2C1 (configuration not stated),-9%,?,-4%,-2%,-1%,2%,24µM*,6%,-1,14µM*,-1%
